Assay outcomes (PubChem)
UBC13 inh = blocks human UBC13 polyubiquitin chain formation | P61088 | TR-FRET | inhibition, % at 20 µM | 0.47% of 330,000 active; in the data active means inhibition above about 45%, passing the limit was not always enough
Target sequence (P61088 whole entry, looked up): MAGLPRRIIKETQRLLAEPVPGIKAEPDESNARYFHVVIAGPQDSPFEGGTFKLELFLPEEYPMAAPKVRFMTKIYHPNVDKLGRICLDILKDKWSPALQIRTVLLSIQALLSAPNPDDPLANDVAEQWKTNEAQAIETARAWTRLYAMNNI
SENP8 block-1 = inhibitors of human SENP8 protease | recombinant SENP8, Nedd8 substrate fluorescence | inhibition, % at 20 µM | AID 602440 | 0.64% of 360,000 active; in the data active means inhibition mostly above about 40%, no sharp cut-off; inactive means mostly below about 27%
Target sequence (Q96LD8 whole entry, looked up): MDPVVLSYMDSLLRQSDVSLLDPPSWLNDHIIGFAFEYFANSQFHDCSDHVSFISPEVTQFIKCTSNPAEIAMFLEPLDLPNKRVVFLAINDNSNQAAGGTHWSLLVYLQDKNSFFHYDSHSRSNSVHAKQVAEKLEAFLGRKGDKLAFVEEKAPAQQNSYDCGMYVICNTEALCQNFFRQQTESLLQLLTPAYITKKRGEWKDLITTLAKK
SENP7 block = blocks the human protease SENP7; Q9BQF6; recombinant SENP7, Z-RLRGG-aminoluciferin luminescence, 40 min; inhibition, % at 5 µM; 1.5% of 330,000 active; AID 434973;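 active means inhibition above about 50% at the single test dose, limit read from the data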;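 further: plate controls were DMSO with enzyme for no effect and no enzyme buffer wells for full effect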
Target sequence (Q9BQF6 706-1050 limits assumed): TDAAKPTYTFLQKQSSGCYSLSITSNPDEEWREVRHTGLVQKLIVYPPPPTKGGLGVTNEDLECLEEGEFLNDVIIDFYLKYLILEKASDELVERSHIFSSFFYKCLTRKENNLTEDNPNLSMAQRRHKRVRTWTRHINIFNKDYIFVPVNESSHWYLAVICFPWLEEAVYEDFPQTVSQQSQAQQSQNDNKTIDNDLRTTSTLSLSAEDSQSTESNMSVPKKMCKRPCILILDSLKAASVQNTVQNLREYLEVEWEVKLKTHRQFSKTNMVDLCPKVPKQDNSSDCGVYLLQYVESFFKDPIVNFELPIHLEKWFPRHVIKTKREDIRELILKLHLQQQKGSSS
SENP8 block-2 = SENP8 protease inhibition; inhibition, % at 10 µM; purified SENP8, Z-RLRGG-aminoluciferin cleavage, luminescence; AID 2540; 1.2% of 330,000 active; Q96LD8; in the data active means inhibition above about 50%
SENP6 block = SENP6 protease inhibition | Q9GZR1 | inhibition, % at 10 µM | 1.8% of 330,000 active | Recombinant SENP6 catalytic domain, aminoluciferin luminescence;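 active means inhibition above about 50% at the single tested dose, limit read from the data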;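 further: plate controls were DMSO wells with enzyme for no effect and DMSO wells lacking enzyme for full effect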
SENP1 FRET inh = inhibitors of human SENP1 SUMO protease catalytic domain. AID 624204. recombinant SENP1 catalytic domain, CyPet-SUMO1-YPet FRET cleavage. Q9P0U3. 0.21% of 360,000 active. inhibition, % at 10 µM;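 active means inhibition at least 30% at 10 µM, raw YFP signal under a set limit, fluorescence ratio 0.5 to 1.5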;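 further: 0% = enzyme with DMSO and 100% = no enzyme wells; some results filed as inactive read as strong as hits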
Target sequence (Q9P0U3 419-644 limits assumed): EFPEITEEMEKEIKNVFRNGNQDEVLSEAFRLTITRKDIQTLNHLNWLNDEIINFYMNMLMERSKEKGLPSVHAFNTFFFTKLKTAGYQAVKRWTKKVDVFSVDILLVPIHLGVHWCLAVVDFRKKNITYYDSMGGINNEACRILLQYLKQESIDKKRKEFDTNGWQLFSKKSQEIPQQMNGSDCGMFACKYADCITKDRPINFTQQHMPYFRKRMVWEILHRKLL
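Assay system: hSENP1 catalytic domain, recombinant. Amount: SENP1 enzyme, 20 pM final. Schedule: 50 min reaction, RT, dark. Technique: FRET, CFP and YFP emission. Control set: no-enzyme wells low, DMSO-plus-enzyme wells high control.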
Apaf1 inhib = inhibitors of human Apaf-1 apoptosome; inhibition, % at 20 µM; O14727; 0.71% of 330,000 active; reconstituted apoptosome caspase-3 activity, DEVD-Rh110 fluorescence; AID 489030; active means inhibition of at least 40% at 20 µM;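 further: plate controls were DMSO wells for no effect and DEVD-CHO caspase inhibitor wells for full effect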
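Medium: Hepes buffer, pH 7.5 / System: biochemical Apaf-1 apoptosome reconstitution / Measured by: Rh110 fluorescence, excitation 480 nm, emission 540 nm / Times: compound with Apaf-1, dATP, procaspase-3 30 min, then 50 min reaction, room temperature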
A3G deaminase = APOBEC3G (human) deaminase inhibition | recombinant A3G, ssDNA deamination FAM/TAMRA fluorescence | inhibition, % at 20 µM | 0.28% of 330,000 active | AID 493012;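 active means inhibition of at least 40% at 20 µM, with no more than 30% in the related APOBEC3A deaminase screen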;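 further: plate controls were DMSO wells with A3G for no effect and wells lacking A3G enzyme for full effect; some compounds called inactive have numbers as strong as hits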
* hit, by the source's call.

Each structure is followed by: UBC13 inh	SENP8 block-1	SENP7 block	SENP8 block-2	SENP6 block	SENP1 FRET inh	Apaf1 inhib	A3G deaminase
- CCOc1ccc(NC(=O)COC(=O)CCN2C(=O)C3CC=CCC3C2=O)cc1OCC (stereo unspecified)
→ -2.9	4.1	2.2	0.9	7.3	2.3	-3.1	1.4
- CC(C)c1ccc(NC(=O)COc2nncc3ccccc23)cc1
→ 1.8	0.2	2.2	0.1	4.6	2.5	3.3	1.8
- CC(C)(C)NC(=O)CN(C(=O)c1ccc(CN2CCOCC2)o1)c1ccc2c(c1)OCCO2
→ -8.8	11.8	-6.6	-5.2	-13.4	3.5	4.9	-3.5
- CCOC(=O)C1=C(N)Oc2cc(O)ccc2C1c1ccc(Br)cc1 (stereo unspecified)
→ 6.3	4.7	3.1	-1.6	6.6	-106.9	-10.1	-5.9
- O=C(NCc1ccccc1)NC1(C(=O)N2CCN(c3ccccc3)CC2)CCCCC1
→ -6.7	8.2	-5.0	0.4	-13.6	1.0	9.9	-0.4
- Cc1ccc(C)c(OCC(=O)N/N=C\c2cccn2C)c1
→ -1.4	12.5	0.9	-5.3	3.0	1.1	3.9	3.5
- CNc1nc(SC)nc2ccccc12
→ -8.0	-73.7	-9.5	-6.9	-9.0	0.8	7.2	-11.7
- Nc1c(C(=O)OCC(=O)Nc2ccccc2Br)[nH]c(=O)[nH]c1=O
→ -3.4	-432.4	-4.8	2.2	-9.0	-9.8	-8.3	-7.9
- O=C(c1ccc(CS(=O)Cc2ccc(Cl)cc2)o1)N1CCN(c2ccccc2)CC1 (stereo unspecified)
→ -1.2	15.5	2.5	-2.5	-3.7	2.0	7.3	-7.5
- COc1ccc(C2C(C#N)=C3NC(=O)c4c(sc5c4CCCCC5)N3C3=C2C(=O)CC(C)(C)C3)cc1 (stereo unspecified)
→ -41.8	-49.7	5.2	6.9	-3.9	-24.1	21.5	-9.5
- COc1ccc(C2C(=O)N(C3CCCCCC3)CC(=O)N2Cc2ccccc2)cc1OC (stereo unspecified)
→ 11.6	10.6	0.7	3.5	-9.1	1.3	11.1	-7.4
- CC(/C=N/NC(=O)c1nnn(-c2nonc2N)c1C(C)C)=C\c1ccccc1
→ -8.0	7.2	-13.0	-10.3	-5.8	2.8	27.5	2.3
- CC(=O)Nc1c(C(=O)N2CCCCCC2)cnn1-c1ccccc1
→ 0.7	8.7	11.8	-15.7	-27.0	3.7	-4.8	-7.9
- Cc1ccc(CNC(=O)c2ccccc2NC(=O)CSc2nnnn2C)cc1
→ -8.6	-2.1	-0.1	-6.7	-20.2	1.8	2.7	-2.7
- Cc1ccc2c(c1)C1CN(C)CCC1N2C(=O)c1ccccc1NS(=O)(=O)c1ccc(F)cc1 (stereo unspecified)
→ -5.0	-0.9	-5.5	0.0	4.7	-1.1	6.9	-10.3
- Cc1ccc(C)c(NC(=S)N/N=C2\CCc3ccccc32)c1
→ 8.2	8.2	5.5	2.8	5.7	2.1	0.3	-3.4
- COc1cccc(C(=O)Nc2ccc3ccccc3c2)c1
→ -1.8	10.5	91.4*	86.4*	88.5*	-1.5	1.9	-3.5
- Nc1no[n+]([O-])c1-c1ccccc1
→ -12.2	7.1	-1.7	-5.4	-27.9	2.1	-9.2	-6.8
- Nc1cc(Cl)ccc1Oc1ccccc1
→ 2.8	-2.5	-1.4	-4.5	-19.3	2.0	4.0	-5.4
- COc1ccc(CC(=O)NC(=S)Nc2cccc(C)c2)cc1
→ 0.6	5.6	-4.9	-0.9	-35.8	0.2	16.0	-3.8
- O=C(Cc1ccccc1)Nc1ccc(NC(=O)C2CC2)nc1
→ -1.9	16.0	-8.2	-2.6	-19.7	-0.7	2.4	-5.3
- Cc1cccc(-c2c3c(=O)n(C)c(=O)n(C)c3cn2-c2ccc(O)cc2)c1
→ 28.0	-316.4	2.7	5.3	-13.8	0.1	-7.8	-3.3
- CCC1(c2ccccc2)NC(=O)N(CC(=O)NCc2ccc(OC)cc2)C1=O (stereo unspecified)
→ -1.1	5.4	8.9	4.3	3.3	-1.6	10.4	-0.1
- CCOC(=O)C1CCN(c2c(NCCN3CCN(c4ccccc4)CC3)c(=O)c2=O)CC1
→ 6.9	1.4	-3.5	9.3	1.9	2.2	7.9	-1.8
- NC(=O)COC(=O)CC(c1ccccc1)c1ccccc1
→ 10.7	19.3	-6.3	-2.4	-3.7	1.7	-12.3	-4.9
- Cc1ccc2cc(CN(Cc3ccc(F)cc3)Cc3nnnn3C3CCCC3)c(=O)[nH]c2c1
→ -2.7	-17.7	6.1	2.3	-44.4	-3.2	18.5	4.1
- O=C(COC(=O)c1cc2ccccc2oc1=O)Nc1ccc(F)cc1F
→ 0.9	-186.4	2.5	8.4	6.0	-1.4	-17.1	-6.7
- O=C(O)CCCc1c(-[n+]2ccccc2)[nH]c2ccccc12
→ -7.9	4.7	-6.5	-13.2	-31.8	0.6	-9.5	-5.0
- O=C(C1=C(O)C(=O)N(Cc2ccccc2)C1c1ccco1)c1ccco1 (stereo unspecified)
→ -7.5	3.9	-1.9	-1.1	-20.9	-2.3	19.0	-1.3
- CCOC(=O)C1=C(C)N(CCCC(=O)O)C(=O)NC1c1ccc(Cl)cc1 (stereo unspecified)
→ -2.4	12.3	-9.1	10.0	-14.8	-1.6	-9.6	-3.7
- CCCc1ccc(OCc2ccc(C(=O)N3CCCC3)o2)cc1
→ 7.1	2.5	2.4	-1.3	-3.8	1.3	20.9	-7.6
- O=C(NCCO)c1nc(C(=O)c2ccc(Cl)cc2)c2ccccc2n1
→ 3.5	17.5	9.7	-5.0	2.7	2.3	12.3	1.7
- COc1cccc(NC(=O)CSc2nccn(-c3ccc4c(c3)OCCO4)c2=O)c1
→ 2.9	-400.3	-4.5	17.2	-2.3	0.8	5.1	1.0
- O=C(Nc1ccon1)c1csc2c1CCCC2
→ 8.4	11.7	5.2	-2.4	1.9	-1.5	-2.7	0.0
- COCC(COS(N)(=O)=O)Cc1ccccc1 (stereo unspecified)
→ -12.4	12.9	8.4	-10.2	-16.5	1.4	0.9	-0.3
- COc1ccc(C(=O)C2CCCN(Cc3c(O)cccc3OC)C2)cc1OC (stereo unspecified)
→ 0.6	-1.0	-8.5	-5.8	6.7	2.1	-14.3	-11.9
- COc1ccccc1N1CCN(C2CCCN(C(=O)c3cc(C4CC4)on3)C2)CC1 (stereo unspecified)
→ 8.4	28.9	5.3	-3.8	-8.3	-0.7	-2.2	-8.0
- Cc1cc(C)c(NC(=O)CNC(=O)COC(=O)Cc2ccccc2C)c(C)c1
→ -27.1	6.0	-1.5	-6.8	-12.8	0.2	5.7	-1.6
- CCCN1C2CCCC1CC(NC(=O)Nc1ccc(C(C)C)cc1)C2 (stereo unspecified)
→ 2.9	23.7	-1.6	-3.6	-3.2	-0.4	13.0	-3.9
- Cc1ccc(CN2C(=O)CSc3ccc(C(=O)NCCN4CCOCC4)cc32)cc1
→ -3.6	13.2	4.3	3.4	4.7	-0.7	1.7	0.3

6 entries picked at random from those above, as already listed:
Each structure is followed by: UBC13 inh	SENP8 block-1	SENP7 block	SENP8 block-2	SENP6 block	SENP1 FRET inh	Apaf1 inhib	A3G deaminase
- Cc1ccc(CNC(=O)c2ccccc2NC(=O)CSc2nnnn2C)cc1
→ -8.6	-2.1	-0.1	-6.7	-20.2	1.8	2.7	-2.7
- CCOC(=O)C1CCN(c2c(NCCN3CCN(c4ccccc4)CC3)c(=O)c2=O)CC1
→ 6.9	1.4	-3.5	9.3	1.9	2.2	7.9	-1.8
- O=C(NCc1ccccc1)NC1(C(=O)N2CCN(c3ccccc3)CC2)CCCCC1
→ -6.7	8.2	-5.0	0.4	-13.6	1.0	9.9	-0.4
- O=C(NCCO)c1nc(C(=O)c2ccc(Cl)cc2)c2ccccc2n1
→ 3.5	17.5	9.7	-5.0	2.7	2.3	12.3	1.7
- O=C(C1=C(O)C(=O)N(Cc2ccccc2)C1c1ccco1)c1ccco1 (stereo unspecified)
→ -7.5	3.9	-1.9	-1.1	-20.9	-2.3	19.0	-1.3
- Cc1cc(C)c(NC(=O)CNC(=O)COC(=O)Cc2ccccc2C)c(C)c1
→ -27.1	6.0	-1.5	-6.8	-12.8	0.2	5.7	-1.6

The list continues:
Each structure is followed by: UBC13 inh	SENP8 block-1	SENP7 block	SENP8 block-2	SENP6 block	SENP1 FRET inh	Apaf1 inhib	A3G deaminase
- Cc1ccc2nc(CCCc3nc4ccc(C)cc4[nH]3)[nH]c2c1
→ 3.2	7.3	-2.1	-2.1	1.1	1.0	-6.7	-7.7
- COc1ccc(NC(=O)c2cccc(S(=O)(=O)N3CCOCC3)c2)cn1
→ -4.0	79.6*	0.5	5.6	-2.8	1.3	-11.4	-1.0
- O=C(CNS(=O)(=O)c1cccs1)Nc1ccc2c(c1)OCCO2
→ 3.3	7.9	7.0	-3.3	9.7	1.2	-1.5	-4.1
- C=C(Cl)COC(=O)C1C2C=CC(C2)C1C(=O)O (stereo unspecified)
→ 1.5	15.5	-1.6	-4.6	2.9	1.9	-3.9	-3.5
- O=C(c1ccccc1)N1CCN(CCc2ccccn2)CC1
→ 3.3	6.3	-8.1	-0.9	-2.7	-2.5	-4.8	-2.5
- CCN(Cc1ccccc1)c1ccc(/C=N/NS(=O)(=O)c2ccc(C)c([N+](=O)[O-])c2)cc1
→ -29.0	-38.5	-2.1	-4.8	-17.7	-1.8	25.0	-7.4
- CC(=O)c1cccc(N(CC(=O)Nc2ccccc2C(=O)N2CCCC2)S(C)(=O)=O)c1
→ 4.6	7.3	-0.9	5.4	-3.5	0.1	-322.7	-6.9
- c1ccc(-c2nn3c(-c4ccco4)nnc3s2)nc1
→ 4.7	1.3	0.7	3.2	11.8	-0.4	2.6	-3.2
- CC(C)(C)OC(=O)C[C@H]1C/C=C\C[C@@H](CC(=O)N(CCO)Cc2ccccc2)C(=O)N[C@H](Cc2c[nH]c3ccccc23)COC1=O
→ 4.0	-6.6	-0.8	-4.2	-8.8	-4.2	18.3	-8.5
- COc1ccccc1NC(=O)C1CCCN1C(=O)Nc1ccc(F)cc1 (stereo unspecified)
→ 4.1	8.7	-4.5	-8.1	6.7	0.3	5.1	-4.6
- Cc1cc(-c2nnc3n2N=C(c2ccccc2)CS3)n[nH]1
→ 5.6	22.0	4.3	6.0	-4.2	0.1	-3.3	1.7
- CCN(CC)c1ccc(CNc2nc3ccccc3n2C)cc1
→ -3.7	24.1	3.0	-2.6	8.9	-1.4	0.6	-6.2
- CCOCCCn1c(SCC(=O)/C(C#N)=C(\C)N)nc2ccccc2c1=O
→ -6.7	8.1	-4.8	-14.4	-16.0	0.4	-9.7	-5.6
- CC(C)N1CCN(Cc2ccc(-c3ccccc3Cl)o2)CC1CCO (stereo unspecified)
→ 9.5	10.2	-5.5	-6.6	2.9	-2.0	-11.5	-10.0
- O=C(c1ccc(Cl)cc1)N1CCCCC(Cl)C1=O (stereo unspecified)
→ -5.6	-1.3	-8.6	-4.6	-22.2	2.6	8.9	-3.9
- Cc1c(-c2cccc(NC(=O)c3cccs3)c2)nc2ncccn12
→ 12.3	-438.8	-6.2	-2.6	-2.2	-9.4	10.2	-3.4
- O=C(NNc1c(Cl)cncc1Cl)c1sccc1Cl
→ 3.7	14.5	-5.2	7.1	-6.2	1.5	-24.0	-2.1
- c1ccc(-c2csc3ncnc(N4CCN(Cc5ccc6c(c5)OCO6)CC4)c23)cc1
→ 3.4	10.7	0.1	-1.1	0.2	0.3	26.7	-9.7
- CC1(C)CC(O)CC(C)(C)N1CC(O)COCc1ccccc1 (stereo unspecified)
→ 1.6	6.3	-7.7	-5.9	2.6	0.4	-10.6	-5.1
- C=CCNC(=O)NC(=O)CN1C(=O)NC(c2ccccc2)(c2ccccc2)C1=O
→ 2.3	3.6	1.5	-0.7	0.5	-2.7	-0.9	-12.1
